# esBAF inh: inhibitors of esBAF chromatin remodeling in mouse ES cells; Bmi1-luciferase knock-in reporter, 24 h; 100% = twice the neutral-well signal; reporter increase, % at 12.5 µM; 350,000 compounds, 2% hits; AID 602393; in the data active means activation above about 40%;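 further: 0% = median of the plate's neutral control wells and 100% = double that signal; a rise in the Bmi1 reporter signal indicates esBAF inhibition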
# E-sel inducer: induces E-selectin expression in human endothelial cells; P16581; HUVEC E-selectin immunofluorescence imaging; normalized: neutral wells 0, TNF-alpha wells 100; activation, % at 7.58 µM; 260,000 compounds, 0.37% hits;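 active means mean E-selectin-positive cell signal at least 10% of the positive control, reached in at least 60% of replicates, without over 20% cell loss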;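 further: in these data hits start at about 27%; measured in HUVEC primary endothelial cells; signal is the percent of cells scored E-selectin positive by PE staining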
#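 Test system: HUVEC | Signal: Immunofluorescence imaging | Read-out: Percent E-selectin-positive cells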
# S100A4 MyoIIA: blocks human S100A4 binding to myosin IIA peptide | P26447 | S100A4/TAMRA-MyoIIA peptide fluorescence polarization | inhibition, % at 10.7 µM | 360,000 compounds, 0.14% hits | AID 652163;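 active means mean inhibition of at least 70% across replicates, with every replicate also reaching that level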
# Target sequence (P26447 whole entry, looked up): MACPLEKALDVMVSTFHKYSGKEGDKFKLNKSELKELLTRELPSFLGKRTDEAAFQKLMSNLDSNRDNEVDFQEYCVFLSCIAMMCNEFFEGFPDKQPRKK
#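 Test system: S100A4 monomer protein. Medium: HEPES buffer with Ca2+, pH 7.2. Reagent: fluorescent myosin IIA peptide, 5 nM. Compound dosing: single-point compound testing. Timing: 5 min between mix addition and reading. Benchmarks: DMSO neutral and TFP positive wells.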
# RAD52 inh: RAD52 (human) annealing inhibition; recombinant RAD52 DNA annealing, FRET fluorescence; 360,000 compounds, 0.46% hits; P43351; AID 651710; inhibition, % at 18.7 µM;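 active means every replicate showing at least 50% inhibition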
# ERp5 block: blocks human ERp5 reductase activity on insulin | Q15084 | ERp5 insulin aggregation, absorbance 650 nm, 90 min | inhibition, % at 9.99 µM | 350,000 compounds, 0.05% hits | AID 651711;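 active means mean replicate inhibition above about 25%, with every replicate also reaching it, limit read from the data, passing the limit was not always enough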
# RAD54 branch: inhibitors of human RAD54 branch migration; AID 602329; Q92698; RAD54 Holliday junction branch migration, FAM/BHQ fluorescence; 360,000 compounds, 0.14% hits; inhibition, % at 10.4 µM;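 active means mean normalized replicate activity at least 40 and at least half of replicates scoring 40 or more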;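 further: 0% = median of neutral control wells and 100% = median of positive control wells; inhibitors cause a drop in the FAM fluorescence signal; in these data hits start at about 50%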
# Target sequence (Q92698 whole entry, looked up): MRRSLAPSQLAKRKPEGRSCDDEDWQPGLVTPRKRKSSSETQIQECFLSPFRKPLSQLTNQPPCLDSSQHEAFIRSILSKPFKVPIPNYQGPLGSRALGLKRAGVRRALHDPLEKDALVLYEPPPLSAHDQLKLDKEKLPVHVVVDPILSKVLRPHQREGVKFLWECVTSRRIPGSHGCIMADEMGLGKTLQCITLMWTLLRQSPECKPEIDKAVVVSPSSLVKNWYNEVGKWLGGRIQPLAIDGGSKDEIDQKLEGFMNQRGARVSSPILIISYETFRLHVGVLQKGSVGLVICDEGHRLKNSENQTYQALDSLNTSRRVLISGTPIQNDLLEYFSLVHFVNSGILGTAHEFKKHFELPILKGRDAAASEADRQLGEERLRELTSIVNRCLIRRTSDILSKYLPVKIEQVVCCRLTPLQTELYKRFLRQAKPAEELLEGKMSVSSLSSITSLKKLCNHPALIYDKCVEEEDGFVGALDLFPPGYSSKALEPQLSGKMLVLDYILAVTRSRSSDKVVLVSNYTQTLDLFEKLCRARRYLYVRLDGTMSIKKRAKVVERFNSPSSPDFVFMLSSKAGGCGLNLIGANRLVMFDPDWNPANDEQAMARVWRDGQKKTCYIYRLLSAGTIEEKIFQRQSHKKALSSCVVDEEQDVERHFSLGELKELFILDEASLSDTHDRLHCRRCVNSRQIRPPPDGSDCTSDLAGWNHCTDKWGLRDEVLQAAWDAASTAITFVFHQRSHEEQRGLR
# ERAP1 HTS inh: blocks human ERAP1 aminopeptidase activity | AID 652197 | Q9NZ08 | inhibition, % at 10.7 µM | 340,000 compounds, 0.15% hits | recombinant ERAP1, Leu-AMC fluorescence, 60 min;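 active means mean replicate inhibition of at least 30%, or all replicates individually reaching that 30% level; inactive means mean below 30% and not every replicate reaching it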;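 further: 0% = neutral control wells and 100% = L-leucinethiol positive control wells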
# Xi reactivation: X-chromosome reactivation activator | AID 743238 | XiGFP mouse fibroblasts, % GFP-positive cells imaging, 3 d; cells co-treated with 5-aza-dC sensitizer; scaled so ellipticine positive control = 100% | 360,000 compounds, 0.055% hits | activation, % at 7.58 µM;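 active means mean normalized replicate activation at least 10% and every replicate at or above 10%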;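 further: 0% = median of on-plate neutral control wells and 100% = ellipticine 6 µM median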
#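 material = 68-5-11 XiGFP fibroblast line | medium = DMEM plus 5-aza-dC sensitizer | schedule = 3 days compound exposure | benchmarks = positive control ellipticine, 6 µM final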
# The depositor's hits bear a star; . = not tested or not shown. No enrichment for hits; about 2.5% have a hit in one of these screens.
SMILES,esBAF inh,E-sel inducer,S100A4 MyoIIA,RAD52 inh,ERp5 block,RAD54 branch,ERAP1 HTS inh,Xi reactivation
CC1(c2ccc(Cl)cc2)NC(=O)N(CC(=O)NCc2ccc(F)cc2)C1=O (centres undefined),1,0.0,1,-5,3,-2,2,0.1
CN1C(=O)/C(=C2\SC(N3CCCCCC3)=NC2=O)c2ccccc21,46*,.,-1,2,3,15,4,.
CC1CCCCN1C(=O)CSc1nc(N)nc(N)n1 (centres undefined),.,0.7,-8,-3,-4,11,1,-0.2
CCOc1ccc(N(C(C)C(=O)N2CCCCCC2)S(C)(=O)=O)cc1 (centres undefined),3,0.2,1,-6,-3,-3,0,0.1
COc1cc(C2C3=C(CCCC3=O)Nc3c2c(C)nn3-c2cccc(C)c2)cc(OC)c1O (centres undefined),.,3.6,-2,-16,2,-9,-3,-0.1
Cc1cccc(N2CCN(C(=O)c3nn(C)c4c3CS(=O)(=O)c3ccccc3-4)CC2C)c1 (centres undefined),-6,.,-6,-87,1,.,3,0.0
CCn1cnc2c1c(=O)n(CC(=O)NCC(F)(F)F)c(=O)n2Cc1ccccc1,5,-1.8,-6,-10,-6,1,58*,0.3
Cn1c(=O)c2cc(NC(=O)CCc3ccccc3)ccc2n1Cc1cccc(C(F)(F)F)c1,2,0.1,-6,-38,7,6,-2,0.0
COCCNC(=O)C[C@@H]1CC[C@H]2[C@H](COc3ccc(NC(=O)C4CCCC4)cc3C(=O)N2C)O1,-7,0.2,0,6,1,10,3,0.7
O=C(COC(=O)CN1C(=O)NC2(CCCC2)C1=O)Nc1ccc(C(F)(F)F)cc1[N+](=O)[O-],2,.,1,-3,-4,-2,0,0.0
COc1ccccc1N1CCN(C(=O)CN(C)S(=O)(=O)c2ccc(C)cc2)CC1,0,-0.3,0,-12,-4,-4,-5,-0.1
NC(=O)CSc1nnnn1-c1cccc(Cl)c1,.,-1.4,0,-10,-3,.,-1,0.5
COc1cccc(NC(=O)N[C@H]2CC[C@H](CC(=O)NCc3ccccn3)O[C@H]2CO)c1,-4,-0.2,7,1,4,1,2,0.3
O=C(C[C@H]1CC[C@@H](NC(=O)C2CCOCC2)[C@@H](CO)O1)NCC1CC1,.,-0.4,2,-4,1,.,3,-0.1
COc1ccc(C2=NN(C(=O)c3ccco3)C(c3cccs3)C2)cc1OC (centres undefined),16,-0.1,-5,-9,-2,7,4,0.8
C[C@@H]1CN([C@H](C)CO)C(=O)c2cccc(NS(=O)(=O)c3ccc(F)cc3)c2O[C@H]1CN(C)S(=O)(=O)c1ccccc1,-1,-0.3,-2,-2,11,-2,-4,-0.5
C[C@@H]1CN([C@@H](C)CO)C(=O)Cc2cc(NC(=O)C3CC3)ccc2O[C@H]1CN(C)Cc1ccc(Cl)c(Cl)c1,6,-0.3,-1,-24,0,-2,-4,0.0
COc1ccc(C(=O)OCC(=O)c2ccc(CNC(C)=O)s2)cc1,18,.,-2,-17,5,-1,1,0.0
CC(C)NC(=O)Nc1ccc2c(c1)C(=O)N(C)[C@H]1CC[C@H](CC(=O)NCC3CCCCC3)O[C@@H]1CO2,-2,0.1,-9,0,10,13,4,0.3
COc1ccccc1C(=O)COC(=O)c1cc(S(=O)(=O)N2CCCCC2)ccc1N1CCOCC1,.,3.8,-2,-2,4,.,-1,0.0
CN1c2ccc(C#Cc3cccnc3)cc2[C@@H]2[C@@H](CCN2C(=O)CN2CCOCC2)[C@H]1CO,0,-0.3,.,.,.,-6,.,0.2
COc1cc(SC)ccc1C(=O)Nc1cc(C)c(OCC(=O)N2CCOCC2)c(C)c1,19,-0.2,-1,-8,8,-7,-2,0.1
CCCCNC(=O)CSc1nnc(-c2c[nH]c3ccccc23)n1CC1CCCO1 (centres undefined),.,.,-6,-7,1,.,3,.
Cc1cc(C(=O)Nc2cccc3c2O[C@@H](CN(C)S(=O)(=O)c2ccc(F)cc2)[C@H](C)CN([C@H](C)CO)C3=O)n(C)n1,5,2.7,-8,5,-5,-4,1,-0.1
O=C(Oc1cc(=O)oc2ccccc12)c1cccnc1Cl,.,0.8,1,-7,-1,.,-2,0.2
SMILES,esBAF inh,E-sel inducer,S100A4 MyoIIA,RAD52 inh,ERp5 block,RAD54 branch,ERAP1 HTS inh,Xi reactivation
Cc1ccc2c(c1)C(=O)C(=O)N2CCOc1ccccc1,13,0.0,-2,-11,-7,-3,-3,1.8
Cc1cccc(NC(=O)[C@@H]2CCCN2C(=O)OC(C)(C)C)c1C,7,-0.1,-4,-5,1,2,8,0.2
CCOc1ccccc1Nc1nnc(SCC(=O)NC(Cc2c[nH]c3ccccc23)C(=O)O)s1 (centres undefined),.,-0.2,-6,-13,1,.,1,-0.7
O=C(CN1CCN(Cc2ccccc2)CC1)Nc1nc2ccccc2s1,0,.,12,-13,5,11,-7,-0.1
CC(=O)c1ccc(-c2ccc(-c3cc(=O)oc4c(C(C)C)ccc(C)c34)cc2)cc1,9,.,-2,-15,4,4,.,0.0
C#CCn1c(=NC(=O)c2cc(Cl)sc2Cl)sc2cc(S(N)(=O)=O)ccc21,-4,6.9,.,.,.,7,.,0.0
O=C(N[C@@H]1CC[C@@H](CCn2cc(C3CC3)nn2)O[C@@H]1CO)c1cccnc1,-3,0.0,1,12,0,-3,1,0.0
C[C@H]1CN([C@@H](C)CO)C(=O)c2cc(-c3cccc(C(=O)N(C)C)c3)cnc2O[C@@H]1CN(C)C(=O)Cc1ccccn1,-5,-0.1,-8,4,7,-7,2,0.1
C/C=C/c1ccc2c(c1)O[C@@H](CN(C)C(=O)NC(C)C)[C@H](C)CN([C@H](C)CO)S2(=O)=O,7,-0.5,8,-2,4,2,-2,-0.9
CC1CCCC(C)N1C(=O)CSc1ccc(-c2ccc3c(c2)OCCO3)nn1 (centres undefined),3,.,-8,-13,-1,-2,3,0.1
CCCNC(=O)CS(=O)(=O)c1ccccc1,1,.,-16,-65,3,-16,1,0.0
Cc1nn(-c2ccccc2[N+](=O)[O-])c(=O)c2ccccc12,-3,-0.7,-4,-10,12,6,-1,0.3
O=C(Nc1ccc(F)c(Cl)c1)C1Cc2c(-c3ccco3)ccnc2O1 (centres undefined),10,4.0,-11,4,-1,4,-10,0.0
COc1ccc(-c2nc3ccccc3n2OC(C)C(=O)O)cc1 (centres undefined),30,-0.4,-1,-1,-4,.,1,0.0
C[C@H](CO)N1C[C@H](C)[C@H](CN(C)C(=O)Nc2ccc(F)cc2)Oc2ccc(NC(=O)CCC(F)(F)F)cc2CC1=O,3,-0.5,-8,6,-3,-7,-1,0.0
COc1ccc(NC2CCCN(C(=O)c3cc(CC(C)C)nc(N)n3)C2)cc1 (centres undefined),-2,.,-1,-9,0,5,-7,0.0
COc1ccc(-n2nnnc2SCC(=O)NC2CCS(=O)(=O)C2)cc1 (centres undefined),-3,0.0,-3,8,3,-14,-5,0.4
CC(C)NC(=O)N(C)C[C@H]1Oc2cc(C#Cc3ccccn3)ccc2S(=O)(=O)N([C@H](C)CO)C[C@@H]1C,5,-0.1,18,-7,2,-5,2,-1.1
Cc1c(C(C)C[C@H](C)O)oc(=O)c2c1Oc1c(C)c(C(C)C[C@H](C)O)oc(=O)c1C2 (some centres undefined),5,-0.1,-4,-2,1,1,1,-0.1
CC/C(Cc1ccccc1)=N/NC(=O)CCn1nnc2ccccc21,-4,.,-1,-6,8,.,3,0.0
CCC(=O)N(C)C[C@H]1[C@@H](c2ccc(-c3ccccc3F)cc2)[C@@H](CO)N1C(C)=O,-1,-0.1,-2,-4,-2,3,-2,0.0
CSCCC(NC(=O)COc1ccccc1)C(=O)N(C)Cc1ccc(F)cc1 (centres undefined),-5,-0.7,-5,-22,2,-2,-4,0.3
COc1ccccc1NS(=O)(=O)c1cccc(C(=O)NCC(c2ccco2)N(C)C)c1 (centres undefined),2,-0.2,-7,0,4,-2,-1,0.0
C[C@H]1CN([C@@H](C)CO)C(=O)c2cc(NC(=O)Nc3ccc(C(F)(F)F)cc3)ccc2O[C@@H]1CN(C)Cc1ccc(Cl)c(Cl)c1,2,6.6,4,-4,-12,-5,-2,-1.3
C[C@H](CO)N1C[C@H](C)[C@@H](CN(C)C(=O)Nc2ccc(F)cc2)Oc2ccc(NC(=O)c3ccncc3)cc2C1=O,-1,-3.2,0,0,1,-5,-2,-0.4

# Part of the list above, tab-delimited:
Compound	esBAF inh	E-sel inducer	S100A4 MyoIIA	RAD52 inh	ERp5 block	RAD54 branch	ERAP1 HTS inh	Xi reactivation
CC1CCCC(C)N1C(=O)CSc1ccc(-c2ccc3c(c2)OCCO3)nn1 (centres undefined)	3	.	-8	-13	-1	-2	3	0.1
CCCNC(=O)CS(=O)(=O)c1ccccc1	1	.	-16	-65	3	-16	1	0.0
Cc1nn(-c2ccccc2[N+](=O)[O-])c(=O)c2ccccc12	-3	-0.7	-4	-10	12	6	-1	0.3
O=C(Nc1ccc(F)c(Cl)c1)C1Cc2c(-c3ccco3)ccnc2O1 (centres undefined)	10	4.0	-11	4	-1	4	-10	0.0

# Next part.
SMILES,esBAF inh,E-sel inducer,S100A4 MyoIIA,RAD52 inh,ERp5 block,RAD54 branch,ERAP1 HTS inh,Xi reactivation
CC(C)(C)NC(=O)C1CCCN(S(=O)(=O)c2ccc(-n3cnnn3)cc2)C1 (centres undefined),-1,.,-2,-7,0,-1,-1,0.1
O=C(CN1CCN(c2ccccc2)CC1)NCc1ccc(F)cc1,0,-0.1,1,-4,0,9,2,0.0
Clc1cccc(CN2CCN(c3ncccn3)CC2)c1Cl,3,2.0,-1,-17,1,-3,3,0.0
CC1CC2(CCCCC2)N2C(=O)C(=O)c3cccc1c32 (centres undefined),.,.,5,2,-8,3,-1,.
Cn1c(=O)c2c(SCC(=O)N3CCCc4ccccc43)nc(C3CC3)nc2n(C)c1=O,-2,1.3,0,-1,-3,-12,-3,-0.1
OC(c1ccc(F)c(F)c1)c1nc(-c2cc(F)cc(F)c2)cs1 (centres undefined),15,0.1,-7,-25,1,-15,-4,0.0
CCC(C)(C)NC(=O)c1ccc2c(c1)N(CC(=O)NC1CCCC1)C(=O)C(C)(C)O2,0,0.1,-5,-3,2,13,-3,0.0
Cc1ccc(S(=O)(=O)N2[C@H](CC(=O)c3ccc(F)cc3)OC[C@@H]2C)cc1,.,-0.2,-2,-13,2,.,-2,-0.1
C[C@H](NC(=O)C[C@H]1C[C@@H]2c3cc(NC(=O)c4cccnc4)ccc3O[C@@H]2[C@@H](CO)O1)c1ccccc1,3,0.3,4,12,-3,-1,0,0.3
Cc1ccc(S(=O)(=O)N(Cc2ccc(Cl)cc2)c2ccccc2C(=O)O)cc1,10,.,2,-10,4,-3,-1,0.0
Cc1cc2nc(-c3ccccc3)c(Cc3ccsc3)n2c(C)c1Br,.,0.9,0,-31,0,.,.,0.0
C[C@@H]1CN([C@H](C)CO)C(=O)Cc2cc(N(C)C)ccc2O[C@H]1CN(C)C(=O)Nc1ccc(C(F)(F)F)cc1,-3,4.1,-15,13,5,1,-1,-0.7
CCC(C)n1c(SCC(=O)NC2CCCC2)nc2ccccc2c1=O (centres undefined),5,-2.0,-1,-12,-1,-3,4,0.0
CC(Oc1ccc2c3c(c(=O)oc2c1)CCC3)C(=O)NCC1CCC(C(=O)O)CC1 (centres undefined),9,.,5,-9,1,7,-9,.

# Screens (PubChem BioAssay)
